Screening data from PubChem BioAssay.
Ba/F3 V617F tox = lowers viability of Ba/F3 cells expressing EpoR and JAK2V617F. inhibition, % at 5.6 µM. 220,000 tested, 1.1% active. ATP luminescence;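 active = inhibition above the campaign mean plus 3 SD over all tested compounds, cut at about 24% in these data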;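 also: cytokine-independent growth of Ba/F3 cells driven by EpoR plus mutant JAK2; 0% = DMSO-treated cells and 100% = JAK inhibitor I control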
CHOP inhibitor = inhibitors of CHOP induction in ER stress response. CHO-K1 CHOP-promoter luciferase, tunicamycin-induced, 15-18 h. inhibition, % at 10 µM. 220,000 tested, 3.8% active. AID 2732;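 active = compounds that reduced the stress-induced luciferase reporter signal by more than about 70% of percent inhibition, limit read from the data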;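 also: 0% = tunicamycin plus vehicle and 100% = wells without tunicamycin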
NPY-Y1 PAM-ag = human NPY-Y1 potentiation or agonism, primary screen; NPY-Y1 expressing cells, potentiator/agonist activation; AID 1304; 220,000 tested, 0.37% active; P25929; activation, % at 3.6 µM; in the data active = activation above about 33%, passing the limit was not always enough;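 also: cells stimulated with NPY at EC10 then isoproterenol at EC100; 0% = low agonist plus stimulus and 100% = saturating agonist plus stimulus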
Target sequence (P25929 whole entry, looked up): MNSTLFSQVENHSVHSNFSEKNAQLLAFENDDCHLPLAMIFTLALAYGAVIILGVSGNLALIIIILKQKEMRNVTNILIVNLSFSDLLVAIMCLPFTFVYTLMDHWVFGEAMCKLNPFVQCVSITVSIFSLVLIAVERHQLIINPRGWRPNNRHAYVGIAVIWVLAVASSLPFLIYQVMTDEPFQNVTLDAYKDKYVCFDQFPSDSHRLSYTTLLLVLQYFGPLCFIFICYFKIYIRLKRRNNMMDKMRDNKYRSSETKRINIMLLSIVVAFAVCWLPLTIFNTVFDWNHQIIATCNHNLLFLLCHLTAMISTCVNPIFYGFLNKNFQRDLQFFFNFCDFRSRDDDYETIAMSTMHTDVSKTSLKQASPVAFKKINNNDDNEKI
S1P4 antag = human S1P4 receptor antagonism; S1P4-expressing cells, antagonist mode, reporter read-out; O95977; 220,000 tested, 0.26% active; inhibition, % at 4.98 µM; AID 1510; in the data active = inhibition above about 29%;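 also: 0% = wells stimulated with agonist and 100% = vehicle wells without agonist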
NPY Y1 blocker = antagonists of human neuropeptide Y receptor Y1; P25929; HEK293-CNG Y1 cells, membrane potential fluorescence; NPY at EC95, then isoproterenol; inhibition, % at 3.6 µM; 200,000 tested, 1% active;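 active = inhibition above the campaign mean inhibition of all tested compounds plus 3 SD, cut at about 20% in these data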;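 also: 0% = DMSO wells given NPY plus isoproterenol and 100% = isoproterenol alone without NPY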
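Assay system: HEK293 cells with Y1 receptor plus CNG channel | Probe or stimulus: NPY (25 nM), isoproterenol (1 µM), Ro 20-1724 (25 µM) | Timing: Compound incubation 1 h at room temperature, readout 45 min post-stimulation | Measured by: Membrane-potential fluorescent dye readout | Benchmarks: High control isoproterenol alone, low control NPY with isoproterenol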
NPY-Y2 PAM-ag = human NPY-Y2 potentiation or agonism, primary screen | cells expressing NPY-Y2, potentiator/agonist read-out | activation, % at 3.6 µM | AID 1359 | P49146 | 220,000 tested, 0.45% active; in the data active = activation above about 27%;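 also: cells stimulated with NPY near EC25 plus isoproterenol at EC100; 0% = vehicle plus submaximal agonist and 100% = vehicle plus saturating agonist; some results beyond the cut were filed as inactive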
Target sequence (P49146 whole entry, looked up): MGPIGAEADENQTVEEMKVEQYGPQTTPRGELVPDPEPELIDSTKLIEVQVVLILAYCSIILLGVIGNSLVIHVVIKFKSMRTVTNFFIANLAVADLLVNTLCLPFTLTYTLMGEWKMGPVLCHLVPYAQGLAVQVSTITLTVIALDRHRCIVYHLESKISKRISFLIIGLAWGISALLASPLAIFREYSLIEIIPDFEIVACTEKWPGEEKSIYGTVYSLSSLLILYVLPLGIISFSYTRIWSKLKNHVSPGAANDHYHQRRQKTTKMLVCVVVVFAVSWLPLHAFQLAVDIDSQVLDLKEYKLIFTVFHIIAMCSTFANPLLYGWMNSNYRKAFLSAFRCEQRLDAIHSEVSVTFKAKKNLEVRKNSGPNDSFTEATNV
NCF1 inh = p47phox (human) inhibition; p47phox/p22phox peptide binding, fluorescence polarization, 2 h; inhibition, % at 24.7 µM; P14598; 220,000 tested, 0.53% active;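 active = inhibition above about 30%, limit read from the data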;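 also: 0% = p47phox with labelled peptide and 100% = labelled peptide alone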
BaF3 parental = reduces parental Ba/F3 cell viability, JAK2V617F counter-screen; CellTiter-Glo ATP luminescence; inhibition, % at 5.6 µM; 220,000 tested, 1.1% active; AID 1486;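 active = inhibition above a per-campaign cutoff, the mean inhibition of all tested compounds plus 3 SD, cut at about 27% in these data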;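 also: 0% = DMSO wells and 100% = JAK Inhibitor I control wells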
S1P4 ag = activates the human S1P4 receptor | 220,000 tested, 0.35% active | S1P4-expressing cell line, agonist reporter assay | activation, % at 4.98 µM | O95977; in the data active = activation above about 11%;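 also: 0% = DMSO vehicle and 100% = reference agonist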
Numbers without * were called inactive; nt = no result given.

SMILES | Ba/F3 V617F tox | CHOP inhibitor | NPY-Y1 PAM-ag | S1P4 antag | NPY Y1 blocker | NPY-Y2 PAM-ag | NCF1 inh | BaF3 parental | S1P4 ag
COc1ccc(OC)c(C2NC(=O)NC(C)=C2C(=O)Nc2ccc(C)cc2)c1 (stereo not given) | 1 | 8 | 9 | -30 | -3 | -12 | -1 | 4 | 1.3
O=C(Nc1ccc(F)cc1F)c1cc2nc3c(c(C(F)(F)F)n2n1)CCCC3 | 0 | 13 | -17 | -14 | -3 | 1 | -8 | 3 | 1.9
CC(C)C1N=C2c3ccccc3N=C(SCC#N)N2C1=O (stereo not given) | 1 | 23 | -14 | 4 | 1 | -3 | -8 | 4 | 1.6
O=C(Cn1nc(Cc2cccnc2)c2ccccc2c1=O)Nc1ccccc1F | 3 | -4 | 16 | -1 | nt | -24 | -25 | -2 | 0.0
CC(=O)C(C)Oc1cc(C)cc2oc(=O)c(C)c(C)c12 (stereo not given) | 0 | 5 | 4 | 2 | -4 | 24 | -17 | 4 | -0.5
CCOc1ccc(-c2cn[nH]c2N)cc1 | 1 | -15 | 3 | 8 | -7 | -4 | -5 | 6 | 1.5
COC(=O)C1=C(NC(=O)CCCCl)CCS1 | -4 | -2 | 6 | -21 | -5 | -9 | 9 | 3 | -0.3
CCc1ccccc1NC1=NCC(=O)N1Cc1ccc(OC)cc1 | -3 | 39 | 11 | -12 | -2 | -7 | 9 | 0 | -0.5
CC(C)C(=O)Nc1cccc(C(=O)Nc2ccc3c(c2)OCO3)c1 | 1 | -24 | -24 | -11 | -12 | 0 | -9 | 3 | 0.3
CN(C)C(CNC(C(=O)Nc1ccc([N+](=O)[O-])cc1Br)c1ccccc1)c1ccccc1 (stereo not given) | -5 | 32 | 0 | -4 | 12 | -1 | 1 | 3 | -0.5
CC(C(=O)Nc1sc2c(c1C(=O)NCc1ccco1)CCCC2)N1C(=O)c2ccccc2C1=O (stereo not given) | 8 | 24 | 14 | -10 | 1 | -12 | -11 | 6 | 2.2
O=C(N/N=C/c1ccc(O)c2ncccc12)c1cccc(Br)c1 | 92* | 105* | 12 | 2 | 4 | 2 | -13 | 52* | 4.4
CSc1nsc(/C=C/Nc2ccc(F)cc2)c1C#N | 0 | 63 | 8 | -4 | 2 | 0 | -45 | 5 | 1.8
COc1ccc(CN(C(=O)/C=C/C(=O)c2ccc(OC)cc2O)C(C(=O)NC2CCCCC2)c2ccncc2)cc1 (stereo not given) | 4 | -1 | -24 | -18 | -6 | 0 | -2 | 10 | -0.3
COc1cc(Br)c(C(C)NC(=O)c2ccccc2)cc1OC (stereo not given) | -3 | -2 | -9 | -13 | 0 | 4 | 12 | 3 | 0.0
CCN(C(=O)COC(=O)c1cc(-c2cccc3ccccc23)nc2ccccc12)C1CCS(=O)(=O)C1 (stereo not given) | 0 | 1 | 4 | -8 | 10 | -1 | -126 | 5 | 0.9
CCc1ccc(CNC(=O)C2CCC(=O)N2C2CCCCC2)cc1 (stereo not given) | 0 | -6 | 0 | -3 | 2 | -9 | 2 | 1 | -4.8
CCn1c(Cc2ccccc2)nnc1SCC(=O)NC1CCCC1 | 3 | -1 | 4 | -7 | 3 | 0 | -1 | 7 | 1.8
CNc1nnc(-c2cc3cc(Cl)ccc3oc2=O)s1 | -3 | 78* | -25 | 13 | -1 | 0 | 10 | 3 | -2.7
O=C1CCN(S(=O)(=O)c2ccc(Cl)cc2)N1 | -1 | 15 | 20 | -9 | 3 | 2 | -7 | 7 | 0.0
CCOc1ccc(NC2CCN(C(C)=O)CC2)cc1 | 1 | 30 | 1 | -10 | -3 | -7 | 4 | 8 | -2.5
CCOc1ccc(NC(=O)c2cnsn2)cc1 | 1 | 35 | 11 | -13 | -3 | 1 | 0 | 5 | 0.8
CC1=C(C#N)C(=O)NC(=O)/C1=C\c1ccc(-c2cc(C)c(C)cc2[N+](=O)[O-])o1 | 5 | -42 | -29 | -16 | 1 | 1 | 4 | 4 | 0.2
COc1cc(CO)c(Br)cc1OCC(N)=O | 4 | -9 | 18 | 3 | -4 | -5 | -3 | 8 | 0.3
CCn1c(SCC(=O)NC(C)(C)C)nnc1-c1ccncc1 | 1 | 9 | 23 | -10 | 5 | 6 | -7 | 7 | -0.1
Nc1ccccc1-c1nc2ccccc2[nH]1 | 0 | 23 | -31 | -12 | -2 | 1 | -16 | 5 | -1.0
O=C(Nc1ccccc1Cl)N1CCCN(c2nc(-c3ccccc3)ns2)CC1 | 2 | 11 | 12 | 13 | nt | -3 | -3 | 1 | 0.3
O=C(/C=C/c1ccco1)c1ccc(O)cc1 | 6 | -52 | -2 | -9 | 6 | -18 | -14 | 10 | -2.7
O=C(c1sc2cccc(F)c2c1Cl)N1CCN(c2ncccn2)CC1 | -4 | 4 | -15 | 4 | 5 | 2 | -1 | 5 | -0.3
Cc1ccc(S(=O)(=O)N(C)C)cc1NC(=O)CSc1nnnn1-c1ccc(O)cc1 | 0 | 27 | -14 | 1 | nt | 0 | -4 | -2 | 0.2
Cc1ccc(NCc2nc3ccccc3n2CCOc2ccccc2)cc1 | -3 | 31 | 5 | -13 | 3 | 3 | -17 | 3 | 2.5
COCCCNC(=O)C12CCC(C)(C(=O)C1)C2(C)C (stereo not given) | 0 | -6 | -1 | -4 | 2 | -2 | -4 | 2 | 0.7
CN(C)/N=C/c1ccc(OS(=O)(=O)c2ccccc2)cc1 | 5 | -15 | -9 | 3 | 4 | -15 | -3 | 4 | -1.8
CCNc1ccc(S(=O)(=O)N(C)C)cc1NCC(=O)Nc1ccccc1Cl | 2 | 27 | 7 | 4 | -6 | -4 | -13 | 4 | -0.5
COCC(=O)Nc1ncc(S(=O)(=O)c2ccc([N+](=O)[O-])cc2)s1 | 0 | -9 | -8 | -13 | 0 | -3 | -1 | 8 | -0.9
CCOc1cc(-c2nc(-c3ccccc3)c(-c3cc([N+](=O)[O-])ccc3C)[nH]2)ccc1O | 0 | 44 | 0 | 14 | 1 | 1 | -13 | 9 | 0.6
CCOC(=O)C1(CCc2ccccc2)CCN(C(=O)C2CCCO2)CC1 (stereo not given) | -2 | 33 | -7 | -11 | -2 | -9 | 6 | 0 | 1.7
O=C(Nc1ccc(S(=O)(=O)N2CCOCC2)cc1)c1cccs1 | -4 | 14 | 4 | -1 | 4 | 9 | -2 | 1 | 2.2
CN(C)CCNc1oc(-c2ccccc2F)nc1C#N | -3 | -3 | 3 | 6 | -1 | 2 | -13 | 1 | 1.3
COc1ccccc1CNC(=O)C1CC(c2c(Cl)cccc2Cl)=NO1 (stereo not given) | -3 | 5 | -7 | -10 | 11 | -11 | -9 | 3 | 2.1
CS(=O)(=O)N(CC(=O)Nc1c(F)cccc1F)c1ccc(C23CC4CC(CC(C4)C2)C3)cc1 | -3 | 60 | -3 | -1 | 0 | -21 | 1 | 0 | -0.5
O=C(NC(=O)c1ccccc1)OCC(F)(F)F | -4 | 2 | 28 | -35 | 4 | 5 | -4 | 1 | 0.4
Cc1cc(C)c(C)c(S(=O)(=O)Nc2ccccc2C(=O)O)c1C | -2 | 11 | -1 | -9 | -1 | -21 | -1 | 2 | -0.3
O=C(Cn1nnc(-c2cccc(C(F)(F)F)c2)n1)NC1CCCC1 | -3 | 18 | 23 | -11 | 3 | 10 | -3 | -4 | -1.1
Cc1ccc(Cl)cc1NC(=S)N(Cc1cccnc1)Cc1ccccc1Cl | -5 | 18 | 0 | 0 | 5 | -13 | -6 | -1 | -0.5
NCCCCCC(=O)Nc1ccncc1 | -7 | -11 | 2 | 2 | nt | 7 | 2 | 2 | -0.3
CCOc1ccc(NS(=O)(=O)c2ccc(OC)c(NC(=O)c3ccc4c(c3)OCCO4)c2)cc1 | -2 | 25 | -44 | -1 | 7 | -14 | -7 | -2 | -1.0
CCOC(=O)N1CC=C2C(C#N)=C(N)C(C#N)(C#N)[C@H](c3cccs3)[C@H]2C1 | -2 | 6 | -14 | -4 | 4 | 3 | -23 | 1 | 0.5

Already shown: 11 of the compounds above.
SMILES | Ba/F3 V617F tox | CHOP inhibitor | NPY-Y1 PAM-ag | S1P4 antag | NPY Y1 blocker | NPY-Y2 PAM-ag | NCF1 inh | BaF3 parental | S1P4 ag
COCC(=O)Nc1ncc(S(=O)(=O)c2ccc([N+](=O)[O-])cc2)s1 | 0 | -9 | -8 | -13 | 0 | -3 | -1 | 8 | -0.9
CCOc1cc(-c2nc(-c3ccccc3)c(-c3cc([N+](=O)[O-])ccc3C)[nH]2)ccc1O | 0 | 44 | 0 | 14 | 1 | 1 | -13 | 9 | 0.6
CCOC(=O)C1(CCc2ccccc2)CCN(C(=O)C2CCCO2)CC1 (stereo not given) | -2 | 33 | -7 | -11 | -2 | -9 | 6 | 0 | 1.7
O=C(Nc1ccc(S(=O)(=O)N2CCOCC2)cc1)c1cccs1 | -4 | 14 | 4 | -1 | 4 | 9 | -2 | 1 | 2.2
CN(C)CCNc1oc(-c2ccccc2F)nc1C#N | -3 | -3 | 3 | 6 | -1 | 2 | -13 | 1 | 1.3
COc1ccccc1CNC(=O)C1CC(c2c(Cl)cccc2Cl)=NO1 (stereo not given) | -3 | 5 | -7 | -10 | 11 | -11 | -9 | 3 | 2.1
CS(=O)(=O)N(CC(=O)Nc1c(F)cccc1F)c1ccc(C23CC4CC(CC(C4)C2)C3)cc1 | -3 | 60 | -3 | -1 | 0 | -21 | 1 | 0 | -0.5
O=C(NC(=O)c1ccccc1)OCC(F)(F)F | -4 | 2 | 28 | -35 | 4 | 5 | -4 | 1 | 0.4
Cc1cc(C)c(C)c(S(=O)(=O)Nc2ccccc2C(=O)O)c1C | -2 | 11 | -1 | -9 | -1 | -21 | -1 | 2 | -0.3
O=C(Cn1nnc(-c2cccc(C(F)(F)F)c2)n1)NC1CCCC1 | -3 | 18 | 23 | -11 | 3 | 10 | -3 | -4 | -1.1
Cc1ccc(Cl)cc1NC(=S)N(Cc1cccnc1)Cc1ccccc1Cl | -5 | 18 | 0 | 0 | 5 | -13 | -6 | -1 | -0.5

(list continues)
SMILES | Ba/F3 V617F tox | CHOP inhibitor | NPY-Y1 PAM-ag | S1P4 antag | NPY Y1 blocker | NPY-Y2 PAM-ag | NCF1 inh | BaF3 parental | S1P4 ag
CCN(CC)S(=O)(=O)N1CCC(C(=O)NCCC2=CCCCC2)CC1 | 1 | 24 | -3 | -18 | 6 | 2 | -22 | 3 | -0.5
CCCCCNCC(=O)Nc1cccc(C(=O)Nc2cccc(C(F)(F)F)c2)c1 | -1 | -4 | 13 | -2 | 7 | -30 | nt | 5 | 1.3
CCCCN1C(=O)C(O)(CC(=O)c2c(C)n[nH]c2C)c2cc(Br)ccc21 (stereo not given) | 3 | 5 | 8 | -10 | -8 | -9 | -6 | 4 | -0.6
CCOC(=O)Cc1csc(NC(=O)Cn2cnc3c2c(=O)n(C)c(=O)n3C)n1 | -1 | -4 | 16 | -2 | -4 | 5 | -3 | 3 | 0.5
CCOc1cc(C2Nc3ccccc3C(=O)N2c2ccccc2OC)ccc1O (stereo not given) | -2 | 28 | 10 | -1 | -2 | -9 | 0 | 5 | -3.0
Cc1ccc(N2C(=O)C(c3c(C)[nH]n(-c4ccccc4)c3=O)(C(F)(F)F)C3=C2CC(C)(C)CC3=O)cc1 (stereo not given) | 0 | 15 | -4 | -1 | 5 | 2 | 0 | 5 | 2.8
Cc1cc(C)nc(NC(=NCc2ccc3c(c2)OCO3)NC(=O)Nc2ccccc2)n1 | 0 | 38 | -37 | -15 | 4 | -12 | -6 | 3 | 0.0
